# Assay outcomes from PubChem BioAssay.
# thrombin 1536: thrombin (human) inhibition. AID 1046. alpha-thrombin, Boc-VPR-AMC fluorogenic substrate cleavage. actives 0.26% (n = 220,000). P00734. inhibition, % at 5 µM;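 active means inhibition at or above 40%; inactive means inhibition below 40%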;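 further: 0% = enzyme with no compound and 100% = wells without enzyme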
#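 System – human alpha-thrombin · Medium – pH 7.5 Tris (50 mM) with NaCl 150 mM, Tween 20 0.05% · Compound – single-point dosing at 5 µM, 0.2% DMSO · Incubation – enzyme reaction carried out at room temperature · Technique – fluorescence of released AMC, ex 355 nm, em 460 nm · Read-out basis – % inhibition of thrombin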
# FXIIa inh: blocks human coagulation factor XIIa protease activity | P00748 | inhibition, % at 5 µM | actives 0.3% (n = 220,000) | purified FXIIa, Boc-QGR-AMC fluorogenic substrate, 2 h; in the data active means inhibition above about 40%;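 further: 0% = enzyme with no compound and 100% = blank without enzyme; many of its hits are not listed in these tables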
# PERK inhibitor: inhibitors of human PERK kinase; Q9NZJ5; CHO PERK-DD fusion, SEAP luminescence translation reporter; inhibition, % at 5.6 µM; actives 0.17% (n = 220,000); AID 1416;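 active means inhibition above the mean inhibition of all tested compounds plus 3 SD, set separately per screening campaign, cut at about 2.9% in these data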;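 further: PERK kinase domain activated by AP20187 dimerizer at 100 nM; 0% = DMSO with dimerizer and 100% = rapamycin at 8.4 µM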
# FXIa inh 1536: factor XIa (human) inhibition; actives 0.14% (n = 220,000); purified FXIa, Boc-Glu-Ala-Arg-AMC fluorogenic substrate; inhibition, % at 5 µM; AID 798; P03951;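 active means inhibition of at least 40%; inactive means inhibition below 40%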;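 further: fluorescence of freed AMC excited at 355 nm; 0% = enzyme without compound and 100% = no enzyme blank; many of its hits are not listed in these tables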
# Target sequence (P03951 19-387 limits assumed): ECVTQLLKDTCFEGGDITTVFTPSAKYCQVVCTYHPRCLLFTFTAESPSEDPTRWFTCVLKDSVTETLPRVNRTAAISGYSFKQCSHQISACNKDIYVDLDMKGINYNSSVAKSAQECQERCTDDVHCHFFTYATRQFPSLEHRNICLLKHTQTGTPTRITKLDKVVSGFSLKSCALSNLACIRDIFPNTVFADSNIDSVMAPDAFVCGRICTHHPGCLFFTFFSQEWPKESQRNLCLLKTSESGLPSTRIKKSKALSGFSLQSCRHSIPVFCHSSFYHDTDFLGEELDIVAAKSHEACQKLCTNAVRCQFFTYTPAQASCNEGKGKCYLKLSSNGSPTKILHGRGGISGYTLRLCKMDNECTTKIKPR
# Target sequence (P03951 388-625 limits assumed): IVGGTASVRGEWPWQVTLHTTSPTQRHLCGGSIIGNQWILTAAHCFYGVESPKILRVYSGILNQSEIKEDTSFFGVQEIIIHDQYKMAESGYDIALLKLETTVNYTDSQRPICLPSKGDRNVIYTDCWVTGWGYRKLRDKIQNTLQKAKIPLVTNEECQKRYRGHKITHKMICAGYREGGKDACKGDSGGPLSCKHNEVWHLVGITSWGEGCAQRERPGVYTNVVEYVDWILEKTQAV
# Rad51 HR inh: Rad51 (human) homologous recombination inhibition; AID 1385; Q06609; actives 0.085% (n = 200,000); hRad51 DNA strand exchange, fluorescence dequenching; inhibition, % at 10 µM;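 active means inhibition above 40% at the single screening dose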;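 further: 0% = DMSO control wells and 100% = blanks with heterologous ssDNA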
#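 material = hRad51 filaments on single-stranded DNA | reagent = Donor/quencher-labelled 47-bp dsDNA substrate | compound = 10 µM final, single point | schedule = strand-exchange reaction 15 min at room temperature | measured by = fluorescein emission 520 nm, excitation 485 nm | read-out basis = % inhibition versus plate control and blank means | benchmarks = plate controls and plate blanks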
# KCC2 mod: KCC2 (human) Cl- transport modulation; AID 1456; B-score of Tl+ flux slope (higher = more flux/activation; lower = inhibition) at 10 µM; actives 2.2% (n = 190,000); KCC2 cells, thallium flux FluoZin-2 fluorescence;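 active means thallium flux slope and its plate-corrected score both differing from the plate sample mean at a set confidence after two filtering rounds, in either direction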;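 further: slope of fluorescence scaled to starting intensity during 10 to 20 s after thallium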
# Furin inhibitor: inhibitors of human furin; P09958; purified furin, fluorogenic substrate cleavage; inhibition, % at 30 µM; actives 0.061% (n = 220,000); in the data active means inhibition above about 25%; further: inactives centre near -15
# m-calpain inh: inhibitors of pig calpain II; actives 0.37% (n = 220,000); purified calpain II, fluorogenic peptide substrate, 30 min; inhibition, % at 16 µM; AID 1236;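 active means inhibition above about 50%, limit read from the data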
# hK5 inh: blocks human kallikrein 5 protease activity; recombinant hK5, fluorogenic AMC substrate cleavage; actives 0.59% (n = 210,000); inhibition, % at 5 µM;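 active means inhibition of 40% or more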;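 further: 0% = enzyme controls without compound and 100% = no-enzyme blanks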
# Target sequence (Q9Y337 67-293 limits assumed): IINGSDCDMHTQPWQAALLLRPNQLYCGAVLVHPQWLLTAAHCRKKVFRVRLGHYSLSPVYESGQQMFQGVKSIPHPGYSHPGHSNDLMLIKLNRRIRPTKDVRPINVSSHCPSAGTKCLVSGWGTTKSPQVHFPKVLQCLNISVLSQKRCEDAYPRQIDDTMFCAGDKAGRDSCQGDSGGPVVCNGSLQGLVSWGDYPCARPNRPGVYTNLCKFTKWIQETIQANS
# Active calls of the source: *; i = inactive; . = not tested or not shown; [ ] = dose if it differs, or a comment. These rows are one share of the data. The share of hits here may be higher or lower than overall.
SMILES,thrombin 1536,FXIIa inh,PERK inhibitor,FXIa inh 1536,Rad51 HR inh,KCC2 mod,Furin inhibitor,m-calpain inh,hK5 inh
S=C(Nc1ccc(N2CCOCC2)cc1)Nc1ccc2snnc2c1,1.9,4.6,0.9,-1.1,11.1,0.959,-11.7,8.0,-1.6
C=CCn1cc(C(=O)OC)c(=O)c2cc(S(=O)(=O)N(CC)CC)ccc21,-4.7,4.5,0.3,-5.7,-0.8,.,-25.8[20 µM],-6.0,-4.3
CC1CC1c1ccc(/C=C(\C#N)C(=O)Nc2ccc(Cl)cc2Cl)o1 (centres undefined),-3.2,13.5,1.9,3.5,-2.4,1.41,-8.9,1.9,-2.8
O=C(N/N=C/c1c[nH]c2ccccc12)c1cc(-c2ccc(-c3ccccc3)cc2)n[nH]1,1.9,15.4,0.0,2.5,-4.6,1.39,-11.4[20 µM],-137.5,-17.9
O=C(O)C1CCC(N2C(=O)C3CCCCC3C2=O)CC1 (centres undefined),-9.2,9.0,0.6,-3.4,-6.9,-0.434,-10.6[20 µM],14.9,-9.6
Cc1csc(NC(=O)CN2C(=O)C3CC=CCC3C2=O)n1 (centres undefined),-18.1,-8.1,0.0,-2.3,-0.9,-0.0467,-16.6[20 µM],-39.9,-0.5
O=C(NN1C(=O)/C(=C/c2cccnc2)SC1=S)C(c1ccccc1)c1ccccc1,-4.2,4.3,-0.5,-0.8,-5.5,.,-1.9[20 µM],-44.6,-4.3
O=C(C[n+]1cc(-c2ccc(Cl)cc2)n2c1CCC2)N1c2ccccc2Sc2ccccc21,-4.4,6.9,-0.8,-1.4,3.7,0.095,-18.3,11.4,-11.8
COc1cccc(NC(=O)c2cc(-c3cccnc3)nc3c(Cl)cccc23)c1,1.0,15.1,-0.5,1.3,45.4*,.,-15.4[20 µM],-30.9,-13.6
C/C=C\C=C/C(=O)Nc1cccc(C2=NOC3(C2)C[C@H](C(N)=O)N(C(=O)Cc2ccc([N+](=O)[O-])cc2)C3)c1 (some centres undefined),0.5,7.1,.,2.8,-6.2,0.383,-33.2,-71.8,2.9
Cc1ccccc1CC1(CO)CCCN(C(=O)c2cc(-c3ccccc3)no2)C1 (centres undefined),-8.1,13.3,0.1,0.8,7.7,.,-17.9,9.4,4.6
Cn1c(CN2CCN(C(=O)c3ccc(F)cc3)CC2)nc2cc([N+](=O)[O-])ccc21,-4.5,0.2,0.6,4.5,2.7,-0.679,-10.7,9.0,1.9
O=C(/C=C/c1cccs1)Nc1cccnc1,-5.7,7.9,1.2,5.4,9.7,-0.386,-5.8,-0.6,-10.6
COCCNC(=O)Cn1c(=O)n(Cc2ccco2)c(=O)c2ccccc21,0.2,0.5,0.3,-3.7,1.8,0.469,-18.5[20 µM],-16.3,-7.2
OCCN1CCN(C(=S)c2ccc(Br)cc2)CC1,-2.9,9.5,0.0,-2.0,.,0.952,-9.8[20 µM],-13.0,1.6
CCOc1ccc(C(=O)NCC(=O)OC2CCOC2=O)cc1OCC (centres undefined),-4.8,5.1,0.2,-3.6,-6.4,.,-10.9[20 µM],-47.7,-9.3
O=c1c2c3c(sc2n2c(=S)[nH]nc2n1-c1ccccc1)CCC3,-6.8,-3.3,0.2,-3.0,-2.1,-0.858,-12.5,0.0,-1.8
CCN(CC)C(c1ccc(C)cc1)c1nnnn1C1CCCCC1 (centres undefined),3.8,20.6,0.9,32.5,-8.2,-1.34,-3.0[20 µM],-5.4,-19.2
COC(=O)c1cccc(C(=O)Nc2ccc(F)cc2)n1,0.1,6.5,0.6,-2.1,2.5,-1.11,9.9[20 µM],-21.9,-16.2
O=c1c2sccc2nc(SCc2cc(=O)n3cc(Cl)ccc3n2)n1-c1ccc(F)cc1,6.1,1.6,0.2,2.8,0.6,-0.3,-14.2,-461.3,-6.1
O=C(N/N=C/c1ccccc1O)c1cc(=O)[nH]c2ccccc12,1.3,11.4,0.3,4.0,-1.5,0.662,-9.3,-6.7,-31.8
O=C(O)C[C@@H]1C(=O)O[C@@H]2C(COC(=O)c3cc(O)c(O)c(O)c3)O[C@@H](OC(=O)c3cc(O)c(O)c(O)c3)[C@@H](OC(=O)c3cc(O)c(O)c4c3[C@H]1[C@H](O)C(=O)O4)[C@H]2OC(=O)c1cc(O)c(O)c(O)c1 (some centres undefined),-3.0,2.0,.,29.6,.,-1.09,-2.4,14.7,33.6
COc1cc2[nH]c(=S)n(NC(=O)c3ccccc3)c(=O)c2cc1OC,3.8,-3.7,0.1,-5.3,2.8,-0.0648,-6.0[20 µM],13.2,13.7
COc1ccc(N2C(=O)CSC2c2ccccc2[N+](=O)[O-])cc1 (centres undefined),0.4,-0.3,0.7,13.8,13.8,0.312,-18.3,32.3,-8.6
CCOC1OC(=O)C(Cl)=C1Nc1ccc(C)cc1 (centres undefined),-5.3,11.9,0.2,-1.6,-2.0,-0.706,-12.6,9.0,-2.1
CCNC(=O)/C=C/c1ccccc1[N+](=O)[O-],-10.0,0.9,1.2,3.4,3.6,0.115,-15.3,13.6,-9.6
CSc1nc2c(c(=O)[nH]1)C(c1cccs1)C1=C(CCCC1=O)N2 (centres undefined),-1.8,3.6,0.7,7.8,-1.8,.,-23.4,-63.5,0.4
CC(=O)Nc1ccc2c(c1)CCCC2=O,-6.3,0.4,0.3,-4.2,-19.0,-0.227,-12.8,6.6,-5.3
COc1ccccc1-n1cnc2cc(C(=O)NCC3CCCO3)ccc21 (centres undefined),-1.6,10.8,-1.4,9.0,0.1,0.84,-14.7[20 µM],-9.0,-26.2
CC1CCN(C(=O)CNC(=O)c2ccc(Cl)cc2Cl)CC1,-5.6,6.5,-0.4,1.1,-12.4,-0.783,-10.7[20 µM],16.5,-12.2
c1cncc(COC2CCCN(Cc3nc(-c4cccs4)no3)C2)c1 (centres undefined),-5.6,1.2,1.0,-1.3,.,0.659,-18.8,3.9,9.4
Cc1ccc(C)c(NC(=O)c2ccc(OC(=O)c3ccco3)cc2)c1,-2.3,1.8,0.3,-5.6,.,.,-5.4[20 µM],-1.1,3.6
CCN1CCCC1Cn1cnc2c([nH]c3cccc(Cl)c32)c1=O (centres undefined),3.4,14.4,-1.3,2.0,1.5,-0.145,-11.0,-50.9,-6.7
O=C(Nc1cc(-c2ccccc2)[nH]n1)c1ccccc1,-11.3,-0.6,-1.1,-5.5,-7.2,-0.455,-8.2,-12.9,-3.3
COc1ccc(-c2nnn(CC(=O)N3CCN(c4ccccc4OC)CC3)n2)cc1,-1.2,8.8,0.0,2.9,1.3,0.504,-8.8[20 µM],-26.0,-7.8
Cc1cc(C)cc(C(=O)N2CCCCCC2)c1,-5.2,-5.8,-0.1,-11.4,3.6,0.54,-8.4[20 µM],16.2,-2.5
NS(=O)(=O)c1cccc2cccnc12,-3.2,9.2,0.6,7.3,9.9,.,-17.8,-14.0,-0.5
Cc1cc(C)n2nc(SCC(=O)c3ccc[nH]3)nc2n1,9.9,19.8,-0.2,4.8,0.8,-0.0445,-14.9,13.4,4.3
O=C(Nc1cccc(C(F)(F)F)c1)OCCN1CCN(Cc2ccccc2)CCC1=O,1.6,17.4,0.6,4.4,5.9,-1.43,-19.1,-7.9,-8.4
O=C(c1ccccc1)c1c[nH]c(C(=O)NCCCn2ccnc2)c1,-3.9,0.4,0.6,-6.7,4.8,1.91,-7.5[20 µM],19.6,-0.7
N#Cc1ccc(Cl)cc1NC(=O)COC(=O)c1ccc(S(=O)(=O)N2CCCC2)cc1,8.7,28.4,-0.5,18.1,.,1.23,-12.3[20 µM],5.4,0.4
Cc1cc(C(F)F)n2nc(C(=O)Nc3ccccc3F)nc2n1,-0.2,8.1,-0.2,-5.1,29.5,-0.0251,-12.7[20 µM],7.5,-47.2
CCCc1[nH][nH]c(=O)c1C(c1cccc(Cl)c1)C(C#N)C#N (centres undefined),-15.8,-3.2,-0.3,-6.2,6.2,-1.47,1.8[20 µM],-25.9,-22.4
Cc1ccc(CNC(=O)Cc2ccc(-n3cccc3)cc2)cc1,-4.3,17.2,-0.8,4.7,-2.4,0.815,-14.5,-20.3,-13.8
CCOC(=O)Cn1nnc2c(sc3nc4c(c(-c5ccccc5)c32)CCC4)c1=O,2.9,-3.4,0.0,2.4,0.0,-1.03,-4.3[20 µM],0.1,-14.6
O=C(NCC1CCCO1)c1cc2c(s1)CCC2 (centres undefined),14.4,-2.3,0.2,-6.5,5.7,0.668,-15.3,-7.9,-6.1
CC1CCN(C(=O)CCCNC(=O)Cn2cnc3sc4c(c3c2=O)CCCC4)CC1,4.1,11.4,1.7,0.6,.,.,-5.9[20 µM],10.6,1.4
Cn1c(N)c(C(=O)COC(=O)c2cc(C(F)(F)F)nc3ccccc23)c(=O)n(Cc2ccccc2)c1=O,0.9,4.3,-0.1,-2.7,-6.6,0.893,-14.6,-7.4,-7.2
CCC(C)NC(=O)C1c2cc(OC)c(OC)cc2C(=O)N(C)C1c1cccs1 (centres undefined),-7.5,6.7,-0.1,-5.1,-2.8,-0.0403,-9.4[20 µM],-20.8,16.8
CN(c1cccc(NC(=O)c2ccccc2N(C)S(C)(=O)=O)c1)S(C)(=O)=O,-1.1,3.4,-1.0,-1.2,2.6,-0.0747,-16.0[20 µM],15.1,7.5
NC(N)=N/N=C/c1ccc(Cl)c([N+](=O)[O-])c1,-11.0,-3.0,0.7,-4.4,-2.5,0.1,-23.5,-20.0,-11.2
Cc1cc2ccccn2c1C(=S)NC(=O)c1ccccc1,-4.8,14.2,-0.2,12.8,18.5,65.5*,5.7,15.2,-8.8
N#C/C(=C/c1ccc(N2CCOCC2)o1)C(=O)Nc1ccccc1,-6.3,0.3,-0.1,-0.1,.,i,-2.7,19.9,-2.9
COCc1cc(Sc2ccc(Br)cc2)nc(-c2ccccc2)n1,3.4,10.6,0.7,4.3,-1.1,1.23,-13.5,1.3,-4.2
C=CC1C(OC2OC(CO)C(O)C(O)C2O)OC=C(C(=O)OC)C1CC1CC(=O)CC(CC(=O)CCc2ccc(O)cc2)O1 (centres undefined),4.7,8.1,.,2.4,4.4,0.244,-29.8,-1.4,1.4
O=C(Nc1cc(Sc2ccccn2)cc([N+](=O)[O-])c1)c1ccc([N+](=O)[O-])cc1,4.4,16.8,1.1,9.0,.,.,-16.8[20 µM],-8.4,-3.8
Cc1cc2c(cc1C)C(c1cc(Br)ccc1F)CC(=O)N2 (centres undefined),-2.9,9.8,0.6,4.2,.,0.992,-13.0,11.4,-14.0
COC(=O)C(Cc1ccccc1)NC(=O)c1cc(=O)[nH]c2ccccc12 (centres undefined),-12.7,6.3,0.8,-3.1,-18.1,0.108,-11.1,-93.0,-3.3

# Arranged by heavy-atom count (largest number first): some entries from above
SMILES,thrombin 1536,FXIIa inh,PERK inhibitor,FXIa inh 1536,Rad51 HR inh,KCC2 mod,Furin inhibitor,m-calpain inh,hK5 inh
C=CC1C(OC2OC(CO)C(O)C(O)C2O)OC=C(C(=O)OC)C1CC1CC(=O)CC(CC(=O)CCc2ccc(O)cc2)O1 (centres undefined),4.7,8.1,.,2.4,4.4,0.244,-29.8,-1.4,1.4
CCC(C)NC(=O)C1c2cc(OC)c(OC)cc2C(=O)N(C)C1c1cccs1 (centres undefined),-7.5,6.7,-0.1,-5.1,-2.8,-0.0403,-9.4[20 µM],-20.8,16.8
Cc1cc2c(cc1C)C(c1cc(Br)ccc1F)CC(=O)N2 (centres undefined),-2.9,9.8,0.6,4.2,.,0.992,-13.0,11.4,-14.0
